GLP-1R inv ag = inverse agonists of human GLP-1 receptor; AID 624417; P43220; Potency, µM (highest dose often 38.3 µM), for inactives: at the top dose activity change, negative = inhibition, hits mostly inhibitors; 410,000 tested, 1.6% active; HEK293 GLP-1R CRE-luciferase, luminescence, 24 h; GLP-1R form is constitutively active; further: potency means the concentration at half of the fitted maximal effect; on the % scale 0 is the no-effect control and ±100 the full control effect; nearly all actives have a fitted effect of over 55% in size
Target sequence (P43220 whole entry, looked up): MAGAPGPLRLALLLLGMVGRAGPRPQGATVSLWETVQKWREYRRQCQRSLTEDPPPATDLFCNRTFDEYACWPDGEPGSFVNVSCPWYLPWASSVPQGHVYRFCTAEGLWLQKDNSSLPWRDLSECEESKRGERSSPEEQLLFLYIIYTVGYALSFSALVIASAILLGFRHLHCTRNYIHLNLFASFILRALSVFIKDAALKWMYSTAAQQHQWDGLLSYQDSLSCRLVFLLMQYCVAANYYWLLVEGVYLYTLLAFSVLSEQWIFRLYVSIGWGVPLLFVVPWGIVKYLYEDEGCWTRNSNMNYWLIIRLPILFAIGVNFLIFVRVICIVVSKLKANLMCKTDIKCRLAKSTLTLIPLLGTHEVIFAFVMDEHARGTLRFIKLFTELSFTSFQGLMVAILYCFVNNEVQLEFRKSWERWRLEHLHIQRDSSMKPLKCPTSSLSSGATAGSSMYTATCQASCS
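Inverse agonists were sought by their lowering of basal cAMP reporter luciferase output in HEK293 cells stably carrying constitutively active human GLP-1R, after 24 h compound treatment.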
PTHR1 ag = agonists of human PTHR1 parathyroid hormone receptor | Potency, µM (highest dose often 115 µM), without a hit: top-dose activation, hits mostly activators | HEK293 GP2 PTHR1 cells, GloSensor cAMP luminescence, 1 h | 410,000 tested, 0.075% active | Q03431; further: potency means the concentration at half of the fitted maximal effect; nearly all actives have a fitted effect of over 55% in size; some results filed as inactive show a strong effect at the top dose; inactives centre near -15; many of its hits are not listed in these tables
Target sequence (Q03431 whole entry, looked up): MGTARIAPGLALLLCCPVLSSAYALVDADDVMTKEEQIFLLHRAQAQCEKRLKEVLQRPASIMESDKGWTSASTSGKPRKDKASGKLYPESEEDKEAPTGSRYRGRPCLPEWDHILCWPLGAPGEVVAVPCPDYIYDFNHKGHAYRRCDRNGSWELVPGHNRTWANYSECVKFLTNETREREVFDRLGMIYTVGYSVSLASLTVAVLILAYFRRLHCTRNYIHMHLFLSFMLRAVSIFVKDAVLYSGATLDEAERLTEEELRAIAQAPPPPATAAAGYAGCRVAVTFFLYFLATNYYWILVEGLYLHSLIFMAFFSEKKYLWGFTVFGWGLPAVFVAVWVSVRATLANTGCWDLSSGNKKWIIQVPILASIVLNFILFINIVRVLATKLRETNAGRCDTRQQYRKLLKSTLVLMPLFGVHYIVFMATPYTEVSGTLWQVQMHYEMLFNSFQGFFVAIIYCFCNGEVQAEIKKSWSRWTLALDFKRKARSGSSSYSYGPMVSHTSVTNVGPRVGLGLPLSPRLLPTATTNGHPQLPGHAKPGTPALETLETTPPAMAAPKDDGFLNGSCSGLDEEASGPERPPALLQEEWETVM
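HEK-293-derived GP2 cells expressing PTHR1 and a GloSensor cAMP reporter, 3,000/well, plated overnight, given luciferin plus IBMX (each 0.5 mM as added) for 1 h at 37 °C, then compound for 1 h at 37 °C. Luminescence was read after 15 min at room temperature.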
D3 ag = activates the human D3 dopamine receptor; P35462; D3R DiscoveRx beta-arrestin cells, luminescence, 90 min; max activation, %; 410,000 tested, 0.58% active; in the data active means max activation above about 30%; further: 0% is about no effect; mostly tested at two doses, the higher about 12 µM
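Agonist-mode cell screen: cells plated at 1500/well and incubated overnight at 37 °C, then exposed to library compounds for 90 min at 37 °C. Detection reagent was added for 30–60 min at room temperature, and luminescence was read.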
DRD3 antagonist = antagonists of human D3 dopamine receptor. P35462. D3R cells, DiscoveRx beta-arrestin luminescence, antagonist mode; stronger effect = lower value. max response, negative = inhibition, %. 360,000 tested, 2.5% active. AID 652054; in the data active means max response below about -50%; inconclusive means no clear call, values can overlap the other calls; further: on the % scale 0 is the no-effect control and ±100 the full control effect; mostly tested at two doses, the higher about 12 µM
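Cells expressing the human receptor were seeded at 1500 cells/well, incubated overnight at 37 degrees C in 5% CO2, then exposed to library compounds with dopamine controls for 90 minutes at 37 degrees C before luminescent detection.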
TDP43 rescue = rescues yeast growth from TDP-43 toxicity. AID 652104. Potency, µM (doses to about 46.1 µM), for inactives: at the top dose growth rescue (activation), actives largely listed as activators. 410,000 tested, 1.8% active. TDP-43 expressing yeast growth rescue, BacTiter-Glo, 24 h; further: potency means the concentration at half of the fitted maximal effect; % of control where 0% means no effect; nearly all actives have a fitted effect of over 50% in size
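Galactose-induced TDP-43 yeast, OD600=0.02, compound pinned; 24 hr, 30 deg C; BacTiter-Glo luminescence for growth. Inhibitors of TDP-43 toxicity read as activators.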
KB-V1 cytotox = kills drug-selected multidrug resistant KB-V1 cells | KB-V1 MDR cells viability, CellTiter-Glo, 72 h | Potency, µM (doses to about 46.1 µM), for inactives: at the highest dose activity change, negative = cytotoxicity, usual class: cytotoxic | 400,000 tested, 3.4% active | AID 1347076; further: potency means the concentration at half of the fitted maximal effect; on the % scale 0 is the no-effect control and ±100 the full control effect; nearly all actives have a fitted effect of over 60% in size
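In this primary screen, KB-V1 cells overexpressing P-gp are incubated with library compounds (lowest to highest concentration) for 72 h at 37 degrees C before a luminescent ATP viability read.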
aSyn yeast inh = rescues yeast growth from alpha-synuclein toxicity. Potency, µM (highest dose often 46.1 µM), inactives show top-dose growth rescue (activation), most hits filed as activators. AID 652106. Yeast expressing alpha-synuclein, growth rescue, BacTiter-Glo, 24 h. 370,000 tested, 0.14% active; further: potency means the concentration at half of the fitted maximal effect; % of control where 0% means no effect; nearly all actives have a fitted effect of over 65% in size
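Rescue of yeast growth: cells expressing toxic alpha-synuclein, induced in galactose at OD600 0.02, incubated with compound 24 h at 30 C. ATP luminescence quantified growth; inhibitors of toxicity appear as activators.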
GLP1R cytotox = cytotoxicity counter-screen for GLP-1 receptor inverse agonists; HEK293 cAMP-luciferase reporter cells, luminescence, 24 h; Potency, µM (doses to about 38.3 µM), for the others: top-dose activity change, negative = inhibition, actives largely listed as inhibitors; 410,000 tested, 0.13% active;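 further: loss of luciferase light is scored as toxicity; potency means the concentration at half of the fitted maximal effect; on the % scale 0 is the no-effect control and ±100 the full control effect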
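A 23 nL compound transfer followed 12 hours of cell culture at 37 deg C; exposure then lasted 24 hr. Luciferase assay detection reagent was dispensed and plates read for luminescence after a 12 min room-temperature wait.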
GLP1R ag = agonists of human GLP-1 receptor. P43220. HEK293 GLP-1R CRE-luciferase, luminescence, 4-6 h; cells express a hypersensitive GLP-1R form. Potency, µM (titrated, usually from 45.6 µM), without a hit: at the highest dose activation, most hits filed as activators. 380,000 tested, 0.007% active. AID 624172; further: potency means the concentration at half of the fitted maximal effect; % of control where 0% means no effect
Numbers without * were called inactive; i = inactive; ? = inconclusive; / = no result given; [ ] = another dose, or the depositor's remark. Unless noted, the call rests on the fitted dose curve; in most records, active means well fitted curve in the direction sought with a large enough effect; inconclusive means small, poorly fitted or top-dose-only effect, or another doubt; inactive means no such curve, though single readings can be large; an effect the other way counts as inactive or inconclusive.

The line under a structure holds: GLP-1R inv ag, PTHR1 ag, D3 ag, DRD3 antagonist, TDP43 rescue, KB-V1 cytotox, aSyn yeast inh, GLP1R cytotox, GLP1R ag
#1 CC1CCc2nc(NC(=O)c3ccc(N4C(=O)CCC4=O)cc3)sc2C1 (stereo not drawn)
 : 4%, -53%[inhibitor], -4, 1, 0%, /, 2%, -2%, 9%
#2 COCCNCCCCOc1c(Cl)cc(C)cc1Br
 : ?, i, -4, -84*, -3%, 0%, -6%, -25%, -15%
#3 Cc1cnnn1-c1ccc([N+](=O)[O-])cc1
 : 2%, -9%, -4, ?, -21%, -12%, -2%, -16%, 3%
#4 CCOC(=O)c1scc(-c2ccccc2)c1S(=O)(=O)Nc1cc(OC)cc(OC)c1
 : ?, -20%, 2, /, 19%, -4%, /, 1%, /
#5 CCOc1ccc(-c2cc3nc(C4CCN(C(=O)OC(C)(C)C)CC4)c(C(=O)Nc4cc(OC)ccc4OC)cn3n2)cc1
 : -29%, 24%, 2, /, ?, -7%, /, -1%, /
#6 COc1ccc(-c2[nH]ncc2/C=N/NC(=O)c2cc(Br)ccc2O)c(OC)c1
 : ?, -9%, 17, -6, ?, ?, -11%, ?, 0%
#7 Cc1ccc(S(=O)(=O)n2cc(-c3ccccc3)c(N)n2)cc1
 : ?, i, 23, 7, -12%, -20%, 8%, -5%, 6%
#8 CN(Cc1ccc(F)cc1Cl)S(=O)(=O)c1cccs1
 : ?, i, -1, -12, ?, 11%, 3%, 15%, 12%
#9 CCOc1cccc(CC(=O)N2CCc3c([nH]c4ccc(OC)cc34)C2c2ccc(F)cc2)c1OCC (stereo not drawn)
 : -5%, i, -1, /, 29%, 14%, /, -4%, 0%
#10 O=C(NN=C1CCCC1)c1ccccc1[N+](=O)[O-]
 : 9%, i, 4, 19, 0%, ?, 1%, -18%, 13%
#11 COC(C[C@H]1O[C@H]1[C@@H](O)COCc1ccccc1)OC
 : 13%, -21%, -4, 3, 3%, 5%, -5%, 3%, -3%
#12 COc1cc(NC(=O)c2ccccc2)c(OC)cc1NC(=O)CN1CCN(c2ccccn2)CC1
 : ?, -29%, 2, 37, 25%, -11%, 7%, -27%, -17%
#13 O=[N+]([O-])c1cccc(S(=O)(=O)Nc2ccc3cn[nH]c3c2)c1
 : 2%, i, 1, -23, 19%, -47%, -6%, -17%, -6%
#14 CC1CCCN(C(=O)c2ccncc2)C1 (stereo not drawn)
 : -5%, i, 3, 22, 12%, 10%, 3%, -10%, -4%
#15 CN(C)C(CNC(=O)c1ccc(Cl)c(S(=O)(=O)N2CCCCCC2)c1)c1ccccc1 (stereo not drawn)
 : 7.9µM*, -31%, -25, -81*, -3%, -16%, 7%, 0%, 9%
#16 CC(C)c1nc(SCC(=O)N2CCCC2)c2c(=O)n(C)c(=O)n(C)c2n1
 : -10%, -42%[inhibitor], -9, -5, -26%, 0%, 3.5µM*, -2%, -2%
#17 COc1ccc(N2CCN(C(=O)CCCn3nnnc3CN3CCOCC3)C(C)C2)cc1 (stereo not drawn)
 : 15%, -19%, 1, 0, -2%, ?, -1%, -4%, 9%
#18 Nc1nc(NCC2CCCO2)nc(Nc2ccc(F)cc2)c1[N+](=O)[O-] (stereo not drawn)
 : 37%[activator], i, 6, 0, 27%, -21%, 6%, 4%, 11%
#19 CN(C)S(=O)(=O)c1cccc(NC(=O)/C=C/c2ccccc2[N+](=O)[O-])c1
 : -2%, -18%, 5, -9, -18%, -20%, 0%, 6%, 13%
#20 C=CCc1c(Cl)nc(C)nc1NCc1ccccc1
 : ?, -22%, 5, 9, ?, -16%, 8%, -5%, 3%
#21 CC(=O)c1cccc(NC(=O)NC2CCCCCCC2)c1
 : -25%, -37%[inhibitor], -19, 10, 0%, ?, 3%, -12%, 4%
#22 COc1ccc(OCc2nc3c4c(-c5ccccc5)c(-c5ccccc5)oc4ncn3n2)cc1
 : 10%, ?, -17, /, -18%, 2%, /, 2%, /
#23 Cc1cccc(NC(=O)CSc2nc(=O)n(CCN3CCOCC3)c3c2CCC3)c1C
 : -1%, i, 0, /, 13%, /, /, 1%, /
#24 COC(=O)[C@@H]1CCCN1C(=O)[C@@H](NC(=O)OC(C)(C)C)C(C)C
 : 11%, -12%, 7, 8, -7%, 10%, 0%, -21%, -1%
#25 COc1cc(/C=N/NC(=O)c2cccnc2)ccc1OC(=O)c1ccc([N+](=O)[O-])cc1
 : 12%, -41%[inhibitor], 1, 3, 0%, -5%, -6%, 11%, -2%
#26 Cc1csc2ncc(C(=O)Nc3ccon3)c(=O)n12
 : 11%, i, -4, -17, -8%, -6%, -1%, 7%, 0%
#27 COc1cccc2cc(C(=O)NCCc3c[nH]c4ccccc34)c(=O)oc12
 : ?, i, -15, 2, 21%, -7%, -1%, -6%, 10%
#28 CCOC(=O)c1ccc(N=C2SC(C(=O)NCCc3ccccc3)CC(=O)N2C)cc1 (stereo not drawn)
 : 7%, i, -2, 0, -15%, -3%, -6%, -1%, -3%
#29 CC(C)[C@H](NC(=O)c1ccccc1Cl)C(=O)Nc1ccc(S(=O)(=O)Nc2nccs2)cc1
 : 3%, i, -3, -10, 4%, ?, -9%, -11%, -6%
#30 Cc1ccc(N2C(=O)C3C(C2=O)C(C(=O)c2ccc(Cl)cc2)N2CCCC32)cc1 (stereo not drawn)
 : 12%, i, 0, -10, -25%, ?, 3%, 1%, -4%

5 entries picked at random from the list so far:
The line under a structure holds: GLP-1R inv ag, PTHR1 ag, D3 ag, DRD3 antagonist, TDP43 rescue, KB-V1 cytotox, aSyn yeast inh, GLP1R cytotox, GLP1R ag
#26 Cc1csc2ncc(C(=O)Nc3ccon3)c(=O)n12
 : 11%, i, -4, -17, -8%, -6%, -1%, 7%, 0%
#25 COc1cc(/C=N/NC(=O)c2cccnc2)ccc1OC(=O)c1ccc([N+](=O)[O-])cc1
 : 12%, -41%[inhibitor], 1, 3, 0%, -5%, -6%, 11%, -2%
#5 CCOc1ccc(-c2cc3nc(C4CCN(C(=O)OC(C)(C)C)CC4)c(C(=O)Nc4cc(OC)ccc4OC)cn3n2)cc1
 : -29%, 24%, 2, /, ?, -7%, /, -1%, /
#23 Cc1cccc(NC(=O)CSc2nc(=O)n(CCN3CCOCC3)c3c2CCC3)c1C
 : -1%, i, 0, /, 13%, /, /, 1%, /
#24 COC(=O)[C@@H]1CCCN1C(=O)[C@@H](NC(=O)OC(C)(C)C)C(C)C
 : 11%, -12%, 7, 8, -7%, 10%, 0%, -21%, -1%

Carrying on:
The line under a structure holds: GLP-1R inv ag, PTHR1 ag, D3 ag, DRD3 antagonist, TDP43 rescue, KB-V1 cytotox, aSyn yeast inh, GLP1R cytotox, GLP1R ag
#31 COc1ccc(Oc2nc3ccccc3n(C)c2=O)cc1
 : 0%, -4%, -8, 33, -9%, -1%, -4%, 6%, 7%
#32 Cc1cccc(NC(=O)COC(=O)c2c(-c3ccccc3)noc2C)c1
 : ?, i, -1, -23, 5%, -7%, 0%, 4%, -2%
#33 Cn1c(CNC(=O)c2cccs2)nnc1SCC(=O)Nc1ccc(Cl)cc1
 : 0%, 28%[57.5 µM], -11, -14, -5%, 1%, -9%, -11%, -6%
#34 Clc1cccc(-n2ncc3c(NCCCn4ccnc4)ncnc32)c1
 : ?, i, -4, /, 10%, 23%, /, -7%, /
#35 CCCCCC(=O)N1C[C@H](O)[C@@H](n2cc(COC(=O)c3ccccc3)nn2)C[C@@H]1c1ccc(OC)cc1
 : -6%, -23%, -2, 5, 2%, 0%, 10%, 6%, -4%
#36 COc1ccc(-n2cc(CN(C)C3CCOCC3)c(-c3cccc(F)c3)n2)cc1
 : ?, -34%, -3, 11, 19%, ?, 5%, -5%[0.307 µM], 11%
#37 O=C(Nc1ccccc1Cl)c1cc(C2CCCCN2S(=O)(=O)c2ccc(F)cc2F)on1 (stereo not drawn)
 : ?, -15%, -6, -20, 17%, 0%, 0%, 31%[activator], -3%
#38 O=C(Nc1cccc2ccccc12)N1CCc2ccccc2C1
 : -28%, i, 4, 9, ?, 5%, 12%, -7%, 0%
#39 CCS(=O)(=O)c1ccc2oc(Nc3cccc(OC)c3)nc2c1
 : -13%, -4%, 0, -9, -25%[9.22 µM], -8%, -2%, -17%, 27%
#40 O=C1Nc2ccccc2/C1=N/N=C/c1ccc(-c2ccc([N+](=O)[O-])cc2)o1
 : 13%, 28%, -1, -1, 18%, 4%, -5%, -3%, 4%
#41 O=C1NCCCC1C(=O)NCCN1C(=O)CCC1=O (stereo not drawn)
 : 11%, 21%, -3, 0, 2%, 0%, 21%, 1%, -1%
#42 CCCCCCCC1CC(=O)C=C(C)C1C(=O)OCC (stereo not drawn)
 : -27%, -27%, 4, -2, 13%, -23%, 1%, 6%, 12%
#43 Cc1ccc(S(=O)(=O)Nc2ccc3c(c2)c2c(n3S(=O)(=O)c3ccc(C)cc3)CCCC2=O)cc1
 : 2%, -17%, 6, 13, -1%, ?, -2%, 15%, -3%
#44 O=C(NCc1nc2ccccc2[nH]1)c1ccc([N+](=O)[O-])cc1
 : 1%, i, -11, ?, 11%, 0%, -1%, -25%, 7%
#45 O=C(Nc1cccc2c1CCCC2)c1ccccc1Cl
 : ?, i, 5, 2, 11%, -23%, -6%, -8%, -5%

Among those listed so far, 2 contain bromine.
The line under a structure holds: GLP-1R inv ag, PTHR1 ag, D3 ag, DRD3 antagonist, TDP43 rescue, KB-V1 cytotox, aSyn yeast inh, GLP1R cytotox, GLP1R ag
#2 COCCNCCCCOc1c(Cl)cc(C)cc1Br
 : ?, i, -4, -84*, -3%, 0%, -6%, -25%, -15%
#6 COc1ccc(-c2[nH]ncc2/C=N/NC(=O)c2cc(Br)ccc2O)c(OC)c1
 : ?, -9%, 17, -6, ?, ?, -11%, ?, 0%

High-throughput results (PubChem BioAssay)

Some of the compounds tested (hit frequency here may not be typical).
